From PubChem
PLK1 PBD inh = blocks phosphopeptide binding to human PLK1 polo-box domain. Plk1 PBD binding of FITC phosphopeptide, fluorescence polarization. 360,000 compounds, 2.8% hits. Potency, µM, for the others: max response, negative = inhibition, usual class: inhibitors. AID 720504. P53350; further: potency means the concentration at half of the fitted maximal effect; series mostly up to about 57 µM; on the % scale 0 is the no-effect control and ±100 the full control effect; nearly all actives have a fitted effect of over 65% in size
PTHR1 agonist = PTHR1 (human) receptor agonism; Q03431; HEK293 GP2 PTHR1 cells, GloSensor cAMP luminescence, 1 h; AID 743266; 410,000 compounds, 0.075% hits; Potency, µM (doses to about 115 µM), without a hit: at the top dose activation, usual class: activators; further: potency means the concentration at half of the fitted maximal effect; nearly all actives have a fitted effect of over 55% in size; some results filed as inactive show a strong effect at the top dose; inactives centre near -15; many of its hits are not listed in these tables
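HEK-293-derived GP2 cells expressing PTHR1 and a GloSensor cAMP reporter, 3,000/well, plated overnight, given luciferin plus IBMX (each 0.5 mM as added) for 1 h at 37 °C, then compound for 1 h at 37 °C. Luminescence was read after 15 min at room temperature.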
PI5P4Ka inh = inhibitors of human PI5P4K alpha; AID 652105; 330,000 compounds, 1.2% hits; max response, %; PI5P4Kalpha enzyme, ADP-Glo luminescence, 60 min; hits give low values; active means max response of -50% or lower; inconclusive means between -30% and -50%; inactive means -30% or higher; further: value at the top dose of about 77 µM; on the % scale 0 is the no-effect control and ±100 the full control effect
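PI5P4Kalpha ADP-Glo assay; 5 microM ATP final; 60 min RT reaction; HEPES pH 7.4/EGTA/CHAPS, 5% DMSO; controls lacking substrate or enzyme; luminescent end-point.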
EPAC1 agonist = EPAC1 (human) agonism | EPAC1 agonist qHTS, biochemical assay; response scale: 100% = response to 6.5 mM cAMP | Potency, µM (titrated, usually from 154 µM), for the others: at the top dose activation, actives largely listed as activators | 360,000 compounds, 0.073% hits | O95398; further: potency means the concentration at half of the fitted maximal effect; nearly all actives have a fitted effect of over 60% in size
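Fluorescent GDP-exchange assay: 100 nM EPAC1 with 250 nM Rap1B preloaded with BODIPY-GDP and 50 uM GDP; compounds tested as concentration series, 5 min at room temperature, then read every 5 min for 30 min (ex 480/em 540 nm); normalized to 6.5 mM cAMP.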
IL2 activator = IL-2 activation | 360,000 compounds, 0.065% hits | IL-2 activation reporter assay, cell-based qHTS; stimulated with anti-CD3/CD4/CD28 beads; in transgenic mouse T cells | AID 652025 | activation, % (series mostly up to about 46 µM); in the data active means activation above about 50%; inconclusive means mostly about 30% to 49%; further: 0% is about no effect
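Unstimulated transgenic mouse T cells, 750 per well, received compound and, after 60 minutes, anti-CD3/anti-CD4 bead plus anti-CD28 stimulation. EGFP and DsRed were quantified after 18 hours.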
GLP-1R inv ag = inverse agonists of human GLP-1 receptor; Potency, µM (doses to about 38.3 µM), inactives show at the highest dose activity change, negative = inhibition, usual class: inhibitors; 410,000 compounds, 1.6% hits; P43220; HEK293 GLP-1R CRE-luciferase, luminescence, 24 h; GLP-1R form is constitutively active; further: potency means the concentration at half of the fitted maximal effect; on the % scale 0 is the no-effect control and ±100 the full control effect; nearly all actives have a fitted effect of over 55% in size
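HEK293 cells stably co-expressing constitutively active GLP-1R and a cAMP-responsive luciferase reporter were seeded in DMEM with 10% Nu serum, given compounds after 12 h, and incubated 24 h at 37 deg C. Luminescence was then read.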
EPAC1 antagonist = EPAC1 (human) antagonism; O95398; EPAC1 GEF assay, Rap1b-BODIPY-GDP exchange fluorescence; Potency, µM (highest dose often 115 µM), for inactives: at the highest dose activity change, negative = inhibition, hits mostly inhibitors; 360,000 compounds, 0.14% hits;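 further: potency means the concentration at half of the fitted maximal effect; plate controls were vehicle for no effect and positive control for full effect; nearly all actives have a fitted effect of over 50% in size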
GLP-1R agonist = agonists of human GLP-1 receptor. P43220. HEK293 GLP-1R CRE-luciferase, luminescence, 4-6 h; cells express a hypersensitive GLP-1R form. Potency, µM (doses to about 45.6 µM), inactives show top-dose activation, usual class: activators. 380,000 compounds, 0.007% hits. AID 624172; further: potency means the concentration at half of the fitted maximal effect; % of control where 0% means no effect
HEK293 tox = cytotoxicity in counter-screen for GLP-1R inverse agonists; HEK293 cAMP-luciferase reporter cells, luminescence, 24 h; 410,000 compounds, 0.13% hits; Potency, µM (series often up to 38.3 µM), for inactives: top-dose activity change, negative = inhibition, actives largely listed as inhibitors;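 further: loss of luciferase light is scored as toxicity; potency means the concentration at half of the fitted maximal effect; on the % scale 0 is the no-effect control and ±100 the full control effect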
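Compound-treated cells are incubated 24 hr at 37 deg C under 5% CO2 after a 12 hour attachment period, then luciferase detection reagent is added and luminescence is measured following 12 min at room temperature; lowered signal indicates toxicity.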
* = called active by the depositor; i = inactive; u = inconclusive; x = not tested or not shown; [ ] = dose if it differs, or a comment. Unless noted, the call rests on the fitted dose curve; in most records, active means well fitted curve in the direction sought with a large enough effect; inconclusive means small, poorly fitted or top-dose-only effect, or another doubt; inactive means no such curve, though single readings can be large; an effect the other way counts as inactive or inconclusive.

compound,PLK1 PBD inh,PTHR1 agonist,PI5P4Ka inh,EPAC1 agonist,IL2 activator,GLP-1R inv ag,EPAC1 antagonist,GLP-1R agonist,HEK293 tox
COc1cc(/C=N/NC(=O)c2ccc(NS(=O)(=O)c3cccs3)cc2)cc(OC)c1O,-1%,-35%[inhibitor],-60*,0%,-0.5,7%,-19%,-2%,4%
CCCC(=O)OCC(=O)Nc1cc(C(C)(C)C)nn1-c1ccccc1,u,i,8,3%,-1.7,22%,12%,-3%,11%
COc1cccc(OC)c1C(=O)N1CCN(S(=O)(=O)c2ccccc2)CC1,-12%,i,8,4%,-0.6,6%,0%,2%,-7%
NS(=O)(=O)c1ccc(NC(=O)c2cc(-c3cc(Cl)ccc3O)n[nH]2)cc1,-2%,-37%[inhibitor],0,13%,-2.2,u,-12%,13%,-4%
CC(=O)Nc1cccc(-c2nc3ccc(NC(C)=O)cc3s2)c1,-6%,-13%,-17,-11%,-0.2,-3%,u,19%,-25%
CCNC(=S)NNC(=O)c1cc(-c2ccc(OC)cc2)nc2ccccc12,-7%,-47%[inhibitor],-22,0%,-0.2,-19%,-28%,-17%,-22%
O=C(CCCc1cccs1)Nc1ccc2c(c1)OCO2,3%,-39%[inhibitor],3,-1%,0.8,-27%,-5%,-4%,2%
CCN(CCCNC(=O)COc1cc(=O)n(CC)c2ccccc12)Cc1ccccc1,-2%,-4%[57.5 µM],-2,-11%,-4.6,0%,-9%,-1%,-9%
CCOc1ccc(/C=C(/C#N)c2nnc(N3CCOCC3)n2-c2ccccc2)cc1OC,-8%,-1%,4,8%,0.4,32%[activator],-8%,11%,3%
CCN(CC)C(=O)Cn1cc(C(=O)C(=O)NCc2ccco2)c2ccccc21,-13%,-1%,-6,7%,-1.0,0%,4%,5%,-3%
O=C(NCc1ccccc1)c1cccc(F)c1F,-7%,i,-4,-1%,0.3,9%,7%,3%,9%
Cc1ccc(S(=O)(=O)N(C)C)cc1NC(=O)COC(=O)c1ccc2c(c1)NC(=O)CS2,-2%,-72%[inhibitor],0,5%,-3.3,-3%,-8%,11%,-4%
Cc1cccc(NC(=O)c2ccc(C)c(S(=O)(=O)N3CCCCC3)c2)n1,-10%,-13%,5,9%,-3.6,u,-22%,18%,10%
Cc1nc(NC(=O)CSc2nnc3ccccn23)c(Cl)cc1Cl,-1%,u,-12,4%,0.2,5%,7%,-9%,-5%
c1cc[n+](CCC[n+]2ccccc2)cc1,-6%,i,-7,-4%,-3.3,5%,1%,-3%,-3%
O=C1CS/C(=N/N=C/c2cccs2)N1Cc1ccc(F)cc1,4%,-33%,9,2%,-0.2,-16%,-9%,0%,5%
COc1ccc(C2Nc3ccccc3C(=O)N2c2ccc(F)cc2)cc1Cn1nnc2ccccc21 (configuration not stated),0%,i,6,2%,-5.4,-20%,-15%,2%,1%
COc1ccc(-c2csc(/C(C#N)=C/Nc3ccc4c(c3)OCCO4)n2)cc1,-5%,i,0,2%,1.0,50%[activator],11%,16%,8%
Cc1[nH]c2ccccc2c1CCNC(=O)CCC(=O)c1ccccc1,-4%,i,2,1%,1.0,13%,13%,2%,-19%
CCc1nccn1S(=O)(=O)c1cc(Br)ccc1OC,-6%,i,3,2%,2.1,17%,2%,3%,-4%
CCc1ccc(C(=O)COC(=O)CNC(=O)c2ccc(N3C(=O)c4ccccc4C3=O)cc2)cc1,-4%,1%[57.5 µM],x,2%,-1.0,4%,-8%,-8%,1%
CCN(CC)c1ccc(C=Nc2cccnc2Cl)c(O)c1,1%,i,-2,7%,-0.8,16%,6%,8%,-19%
CCOC(=O)c1c(C)[nH]c(C)c1C(=O)COC(=O)c1cccc(S(=O)(=O)NC)c1,-1%,-19%,3,-4%,0.0,u,-2%,4%,-15%

Some of these compounds in order of their number in IL2 activator, largest number first:
Molecule | PLK1 PBD inh | PTHR1 agonist | PI5P4Ka inh | IL2 activator | EPAC1 antagonist | GLP-1R agonist
CCc1nccn1S(=O)(=O)c1cc(Br)ccc1OC | -6% | i | 3 | 2.1 | 2% | 3%
Cc1[nH]c2ccccc2c1CCNC(=O)CCC(=O)c1ccccc1 | -4% | i | 2 | 1.0 | 13% | 2%
O=C1CS/C(=N/N=C/c2cccs2)N1Cc1ccc(F)cc1 | 4% | -33% | 9 | -0.2 | -9% | 0%
CCN(CC)c1ccc(C=Nc2cccnc2Cl)c(O)c1 | 1% | i | -2 | -0.8 | 6% | 8%
CCc1ccc(C(=O)COC(=O)CNC(=O)c2ccc(N3C(=O)c4ccccc4C3=O)cc2)cc1 | -4% | 1%[57.5 µM] | x | -1.0 | -8% | -8%
COc1ccc(C2Nc3ccccc3C(=O)N2c2ccc(F)cc2)cc1Cn1nnc2ccccc21 (configuration not stated) | 0% | i | 6 | -5.4 | -15% | 2%

Single values from the list:
CCN(CC)c1ccc(C=Nc2cccnc2Cl)c(O)c1 – EPAC1 antagonist = 6%
CCOC(=O)c1c(C)[nH]c(C)c1C(=O)COC(=O)c1cccc(S(=O)(=O)NC)c1 – HEK293 tox = -15%

A portion of the library; count on the stated rates, not on these rows.
